Screening results as filed in PubChem BioAssay.
TRPC4 act = activators of mouse TRPC4 channel. Q9QUQ5. HEK293 TRPC4beta/mu-opioid, Fluo4 calcium fluorescence; hits give high values. B-score at 10 µM. 310,000 tested, 0.49% active;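 active = B-score above 5 SD of library B-scores, and initial fluorescence ratio not above library mean plus 5 SD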;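 note: positive B-score marks a calcium rise read as TRPC4 activation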
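Incubation: 45 min room-temperature Fluo4 loading, 110 s read / System: HEK293 cells stably co-expressing mouse TRPC4beta and mu-opioid receptor / Signal: Fluo4 fluorescence, kinetic / Control set: buffer (low) and maximal DAMGO (high) / Measure: integrated baseline-normalised fluorescence ratio, converted to per-well B score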
TRPC4 inh = inhibitors of mouse TRPC4 channel. AID 2247. B-score at 10 µM. 300,000 tested, 0.39% active. HEK293 TRPC4beta/mu-opioid, DAMGO-evoked Fluo4 calcium flux; hits give low values. Q9QUQ5;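 active = B-score over 3 SD under the library average, no early fluorescence shift, positive overall ratio signal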
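Assay system: TRPC4beta/mu-opioid receptor HEK293 cell line; compound dosing: single concentration per test compound; detection: Fluo4 Ca2+ flux fluorescence; evaluation: per-well B score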
TRPC6 inh = inhibitors of mouse TRPC6 channel; B-score at 10 µM; HEK293-TRPC6, membrane potential dye, ACh-evoked depolarization; hits give low values; Q61143; 310,000 tested, 1.1% active;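 active = B-score under library mean minus 3 SD, initial fluorescence not abnormally high, positive integrated signal ratio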;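 note: B-score derived from integrated fluorescence ratio over the kinetic read; more negative B-score means stronger inhibition of depolarization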
MrgX1 antagonist = blocks BAM8-22 activation of human MrgX1 receptor. Q96LB2. MRGX1-HEK293 calcium flux, Fluo-4, BAM8-22 antagonism; hits give low values. B-score at 10 µM. 310,000 tested, 1.3% active. AID 588676;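 active = calcium-response B-score plate-corrected more than 3 library SD below zero, starting fluorescence within 5 deviations, no agonist response on first addition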;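 note: peak minus trough fluorescence over baseline after final BAM8-22 challenge near maximal dose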
Target sequence (Q96LB2 whole entry, looked up): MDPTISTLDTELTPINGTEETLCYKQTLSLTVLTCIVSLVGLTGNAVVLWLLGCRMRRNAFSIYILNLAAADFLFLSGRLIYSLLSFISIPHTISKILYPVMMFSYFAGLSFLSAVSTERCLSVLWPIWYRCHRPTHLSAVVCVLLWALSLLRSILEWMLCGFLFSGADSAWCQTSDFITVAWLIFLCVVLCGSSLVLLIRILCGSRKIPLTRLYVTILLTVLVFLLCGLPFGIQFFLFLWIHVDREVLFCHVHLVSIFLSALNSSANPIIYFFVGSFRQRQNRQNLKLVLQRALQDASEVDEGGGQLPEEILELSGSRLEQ
aSyn 5UTR inh = MLPCN primary screen, SNCA 5' untranslated region; alpha-synuclein 5'UTR reporter, inhibitor activity; inhibition, % (tested at 7.5 µM); 300,000 tested, 0.82% active; AID 1813; in the data active = inhibition above about 60%; inconclusive = no clear call, values can overlap the other calls;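 note: H4 neuroglioblastoma cells stably carrying SNCA 5'UTR luciferase fusion; 0% = DMSO wells and 100% = positive control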
TRPC6 activator = activates the mouse TRPC6 cation channel; HEK293-TRPC6 membrane potential dye fluorescence; hits give high values; Q61143; AID 2550; B-score at 10 µM; 310,000 tested, 0.13% active;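 active = B-score of the integrated fluorescence ratio above library mean plus 3 SD, and starting fluorescence ratio within library mean plus 5 SD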;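 note: higher score means more depolarization so channel activation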
KLF5 inh = kruppel-like factor 5 inhibition. DLD-1 KLF5 promoter-luciferase reporter, luminescence. inhibition, % at 5 µM. 290,000 tested, 0.23% active;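 active = inhibition above a per-plate limit of that plate's mean compound inhibition plus 3 SD, cut at about 60% in these data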;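 note: 0% = DMSO wells and 100% = LY294002 at 200 µM; higher means less KLF5 promoter-driven luciferase light; inactives centre near -14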
IEC-6 tox = kills IEC-6 intestinal cells in KLF5 counter-screen; 290,000 tested, 0.78% active; AID 1825; inhibition, % at 5 µM; IEC-6 cytotoxicity, luminescence viability; in the data active = inhibition above about 22%;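 note: 0% = plate median of test compound wells and 100% = cytotoxic reference compound wells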
TRPC4 potent = allosterically enhances the mouse TRPC4 cation channel. 310,000 tested, 0.42% active. Q9QUQ5. HEK293 TRPC4beta/mu-opioid, DAMGO EC20, Fluo-4 Ca2+ flux; hits give high values. B-score at 10 µM;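 active = B-score of calcium response area above 5 SD of library B-scores, with initial fluorescence ratio within 5 SD of library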;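 note: B-score of integrated fluorescence ratio over time as area under calcium response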
SKKanGAS inh = inhibitors of SKKanGAS S. pyogenes growth in kanamycin (SK-promoter or general growth effect); BacTiter-Glo, 6 h; inhibition, % at 7.5 µM; 300,000 tested, 1.3% active; AID 1662;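 active = mean replicate score, as percent of positive control median, at least 50; inconclusive = mean below 50 but one replicate at or above 50; inactive = mean and every replicate below 50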;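 note: strain carries kanamycin resistance gene driven by streptokinase promoter and grows in 40 µg/ml kanamycin; loss of luminescence reflects streptokinase promoter inhibition or plain growth inhibition; 0% = median of DMSO wells and 100% = positive control at its reference dose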
HIF act = HIF pathway transcriptional activation | 300,000 tested, 0.32% active | U2OS HRE-luciferase reporter, luminescence; normalized: DMSO 0%, desferrioxamine 100% | activation, % at 7.5 µM (by protocol);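 active = mean activation of at least 10% of the iron chelator positive control signal, with at least half of replicates also reaching 10%; inconclusive = mean and replicate majority disagree about reaching 10%; inactive = mean and most replicates under 10%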
Active calls of the source: *; i = inactive; u = inconclusive; x = not tested or not shown; & = joins results of further samples.

structure,TRPC4 act,TRPC4 inh,TRPC6 inh,MrgX1 antagonist,aSyn 5UTR inh,TRPC6 activator,KLF5 inh,IEC-6 tox,TRPC4 potent,SKKanGAS inh,HIF act
COC(=O)CSc1nc2cc(Cl)ccc2c(=O)n1C1CCCC1,i,i,i,i,3,i,-13,-6,i,21,-0.3
CCC(NC(=O)c1ccccc1NC(=O)c1ccccc1)C(=O)O (stereo unspecified),i,i,i,i,-24,i,-41,-5,i,6,0.0
COc1cccc(C(=O)Nc2nnc(-c3ccc(OC)cc3OC)s2)c1,i,i,i,i,-10,i,-23,-5,i,-4,-0.1
CCCCN(C)C(=O)c1nc2ccccn2c1CNC1CCC1,i,i,i,i,17,i,-16,-2,i,4,0.4
Cc1nc(NCCC(C)C)c2nnn(Cc3ccccc3)c2n1,i,i,i,i,26,i,0,-2,i,1,-1.2
CC(C)NCC(O)COCc1ccc(Cl)cc1 (stereo unspecified),i,i,i,i,-8,i,-21,-2,i,-6,-0.1
O=C(CSc1nn(-c2ccc(F)cc2)c(=S)s1)NCC1CCCO1 (stereo unspecified),i,x,i,i,4,i,-40,-5,i,-1,0.2
COc1ccc(CNc2nc3c(c(=O)n(Cc4ccc(F)cc4)c(=O)n3C)n2C)cc1,i,i,i,i,39,i,-31,-2,i,12,-1.0
Cn1c(=O)c2c(nc(CN3CCN(C(=O)c4ccco4)CC3)n2Cc2ccc(F)cc2)n(C)c1=O,i,i,i,i,11,i,-36,-1,i,0,0.1
O=C1NCCN(Cc2ccc(-c3ccccc3)cc2)C1CC(=O)N1CCN(CCO)CC1 (stereo unspecified),i,i,i,i,8,i,-14,0,i,10,-0.3
COc1ccc2c(C)cc3nncn3c2c1,i,i,i,i,-25,i,5,6,i,1,-0.5
CC(/C=N\NC(=O)CN1CCN(S(=O)(=O)c2ccc(C)cc2)CC1)=C\c1ccccc1,i,i,i,i,24,i,-11,-2,i,-13,-0.3
COc1ccc(OC)c(NC(=O)Cn2cc(C#N)c3cc(Br)ccc32)c1,i,i,i,i,23,i,-28,5,i,15,0.0
CCC1(CC)Cc2ccccc2C(=C(C#N)C#N)N1,i,i,i,i,16,i,9,-5,i,-4,-0.4
Cc1ccccc1C(=O)Nn1c(C)ccc1C,i,i,i,i,10,i,-18,-4,i,-3,-0.1
COc1ccc(CNc2ccc(S(=O)(=O)N3CCN(C)CC3)cn2)cc1OC,i,i,i,i,-16,i,x,x,i,0,1.3
COc1ccc(N2CCN(C(=O)CN3C(=O)NC4(CCCc5ccccc54)C3=O)CC2)cc1 (stereo unspecified),i,i,i,i,6,i,x,x,i,-3,-0.5
COCCN(C(=O)COc1ccccc1)c1nnc(-c2cccnc2)s1,i,i,i,i,-25,i,0,5,i,2,0.1
COc1ccc(NC(=O)CN2CCC(NC(=O)c3ccco3)CC2)c([N+](=O)[O-])c1,i,i,i,i,-1,i,-14,1,i,2,0.4
O=C(O)C1CCN(c2nc(-c3ccccc3)c3cc(Br)ccc3n2)CC1,i,i,i,i,13,i,-32,-6,i,0,-27

The list continues:
structure,TRPC4 act,TRPC4 inh,TRPC6 inh,MrgX1 antagonist,aSyn 5UTR inh,TRPC6 activator,KLF5 inh,IEC-6 tox,TRPC4 potent,SKKanGAS inh,HIF act
O=C(NC(=S)N1CCCCC1)c1cccs1,i,i,i,i,-8,i,-10,-2,i,1,1.3
Cc1[nH]nc2c1C(c1ccsc1)C1=C(CC(C)(C)CC1=O)N2 (stereo unspecified),i,i,i,i,-6,i,-6,-6,i,-6,-0.9
COc1cc(Br)cc(CN2CCN(C=O)CC2)c1O,i,i,i,i,-7,i,-25,4,i,1,-0.4
COc1ccccc1CCNC(=O)c1nccnc1C(=O)O,i,i,i,i,0,i,-57,0,i,0,-0.8
O=C(Nc1ccc(C(=O)N2CCOCC2)cc1)Nc1cccc(C(F)(F)F)c1,i,i,i,i,26,i,-20,3,i,-10,1.4
COCCNC(=S)NNC(=O)c1cccs1,i,i,i,i,-5,i,2,3,i,-11,0.5
O=C(NC(=S)N1CCCCC1c1cccnc1)c1ccccc1 (stereo unspecified),i,i,i,i,-12,i,-8,2,i,2,0.0
COc1cccc(/C(C)=N/NC(=O)c2ccc(N(C)C)cc2)c1,i,i,i,i,-101,i,-32,8,i,3,0.7
CC(=O)NCCCOc1ccc([N+](=O)[O-])cc1Cl,i,i,i,i,-37,i,-54,-3,i,-4,0.7
CCOc1ccc(NC(=O)CSc2nnnn2-c2ccc(C(N)=O)cc2)cc1,i,i,i,i,-21,i,-4,4,i,-2,0.6
COc1cc(Cc2cnc(N)nc2N)cc(OC)c1OC,i,i,i,i,-5&2,i,-20&-1,0&7,i,51*,0.2&-0.3
CCCCN(C)S(=O)(=O)c1cc2c3c(c1)CCC(=O)N3CCC2,i,i,i,i,-4,i,-18,5,i,-3,-0.7
CC(C)(C)c1nnc(NC(=O)C2CCN(C(=O)c3ccco3)CC2)s1,i,i,i,i,25,i,-9,2,i,3,0.1
CCN=c1scc(C)n1/N=C/c1cc(Br)c(O)c(OC)c1,i,i,i,i,25,i,13,-3,i,25,-0.9
N#C/C(=C\c1ccc(-c2ccccc2C(=O)O)o1)c1nc2ccccc2[nH]1,i,i,i,i,1,i,-12,7,i,6,0.3
CN(C(=O)c1cc(COc2ccc(F)c(F)c2)on1)C1CCOC1 (stereo unspecified),i,i,i,i,-11,i,-36,3,i,-3,1.6
CCN(CC)CC(O)Cn1c(-c2cccc(Cl)c2)nc2cc(C)c(C)cc21 (stereo unspecified),i,i,-6.5*,i,-5,i,-34,-7,i,1,3.3
O=C(CNC(=O)c1ccncc1)N/N=C/c1ccc(O)cc1O,i,i,i,i,15,i,-20,-1,i,-2,0.0
C/C(=N\NC(=O)CNc1cccc(C)c1)c1ccc(Br)s1,i,i,i,i,-21,i,2,0,i,-5,0.8
CCN(CC)c1ccc(NC(=O)COC(=O)C23CCC(=O)N2c2ccccc2S3)cc1 (stereo unspecified),i,i,i,i,-12,i,-22,1,i,-9,3.2

Next compounds follow.
structure,TRPC4 act,TRPC4 inh,TRPC6 inh,MrgX1 antagonist,aSyn 5UTR inh,TRPC6 activator,KLF5 inh,IEC-6 tox,TRPC4 potent,SKKanGAS inh,HIF act
COc1ccc(NC(=O)C2CCCN(c3c4c(nc5ncnn35)CCC4)C2)cc1OC (stereo unspecified),i,i,i,i,28,i,-2,0,i,-2,-0.4
CCOC(=O)N1CCC(Nc2c(-c3ccccc3)c(=O)c2=O)CC1,i,i,i,i,5,i,-14,-2,i,-4,13*
CN(C)c1ccc(N=Nc2ccc(S(N)(=O)=O)cc2)cc1,i,i,i,i,-96,i,-138,-4,i,-2,u
CCOc1ccc(/C=C/C(=O)c2ccc(-c3ccccc3)cc2)cc1,i,i,i,i,-29,i,-22,-4,i,3,0.0
Cn1c(C(=O)N2CCCC(C(=O)O)C2)cc2sccc21 (stereo unspecified),i,i,i,i,3,i,-3,2,i,-7,0.1
COc1cc(/C=C/c2nc3ccccc3c(=O)[nH]2)cc(OC)c1OC,i,i,i,i,-84,i,32,61*,i,-5,1.5
COc1ccc(-c2nc(C3CCCCC3)no2)cc1OC,i,x,i,i,-162,i,-79,-2,i,-10,2.2
Cc1cccc2nc(CSc3ccc(Cl)cc3)cn12,i,-8*,i,i,-118,i,-149,6,i,-8,2.2
CN1CCNC(=O)C1CC(=O)NCC1(c2ccccc2)CCCCC1 (stereo unspecified),i,i,i,i,12,i,-24,3,i,6,0.2
CCN(C(=O)c1coc(=O)c2ccccc12)c1cc(OC)ccc1OC,i,i,i,i,-3,i,-2,-1,i,-2,-26
CCn1nnc2cc(C(=O)NCC(c3ccccc3OC)N(C)C)ccc21 (stereo unspecified),i,i,i,i,-16,i,-14,4,i,-3,-0.5
CCCN(C(=O)c1ccc(N(C)S(=O)(=O)c2ccc(C)cc2)cc1)C1CCS(=O)(=O)C1 (stereo unspecified),i,i,i,i,5,i,x,x,i,-9,-0.7
COc1ccc(C(=O)NCC(C)NC(=O)c2ccc(OC)c(Br)c2)cc1Br (stereo unspecified),i,i,i,i,31,i,x,x,i,-4,-0.2
CC(=O)Nc1ccc(S(=O)(=O)/N=C2/NC(=O)/C(=C\c3ccco3)S2)cc1,i,i,i,i,0,i,-36,-5,i,8,0.1
COc1ccc(C2C3=C(CCCC3=O)N(CC(=O)O)C3=C2C(=O)CCC3)cc1,i,i,i,i,0,i,-7,-2,i,5,-0.5
O=C(CSc1cn(CC(=O)N2CCCCC2)c2ccccc12)NCC1CCCO1 (stereo unspecified),i,i,i,i,-6,i,-13,-6,i,-1,-0.2
CCN(CC)CCCNC(=O)CCc1ccccc1,i,i,i,i,x,i,2,1,i,x,x
Cc1cc(C)c(C#N)c(N2CCN(CCOc3ccc(Cl)cc3)CC2)n1,i,i,i,i,27,i,-8,2,i,-2,-0.1
COc1ccc(OC)c(CN2CCN(C(=O)c3cccs3)CC2)c1,i,i,i,i,23,i,11,6,i,-10,-0.2
CCOC(=O)C1CCN(c2c([N+](=O)[O-])c(C(Cl)Cl)nn2-c2ccccc2)CC1,i,i,i,i,7,i,-23,4,i,-11,x

Remaining list, next part.
structure,TRPC4 act,TRPC4 inh,TRPC6 inh,MrgX1 antagonist,aSyn 5UTR inh,TRPC6 activator,KLF5 inh,IEC-6 tox,TRPC4 potent,SKKanGAS inh,HIF act
COC(=O)c1cc(OC)c(OC)cc1NC(=O)CSc1ccccc1,i,i,i,i,7,i,-9,4,i,0,-1.7
O=C(CCc1ccccc1)N1CCN(c2ccccc2F)CC1,i,i,i,i,-3,i,-10,7,i,0,-0.4
CCOC(=O)Nc1ccc2c(c1)N(C(=O)C(C)N1CCCC1)c1ccccc1CC2 (stereo unspecified),i,i,i,i,12,i,-23,1,i,-1,-0.4
CCc1ccc(S(=O)(=O)Nc2ccc(-c3ccc4nncn4n3)cc2)s1,i,i,i,i,5,i,x,x,i,-4,-0.5
CCN1C(=O)[C@H]2[C@@H](c3ccc(C)cc3)N3C(=O)N(c4ccc(C)cc4)C(=O)[C@@]3(Cc3ccc(Cl)cc3)[C@H]2C1=O,i,i,i,i,15,i,-15,6,i,5,-0.2
COc1ccccc1-c1ccc(SCC(=O)NC2CCCCC2)nn1,i,i,i,i,14,i,-4,-6,i,-3,0.1
O=C1CC(c2ccccc2)CC(O)=C1C=NCc1ccccc1 (stereo unspecified),i,i,i,i,11,i,5,-2,i,-5,0.1
